Screening results deposited in PubChem by Broad Institute.
PAX8 reporter – PAX8 transcriptional activity inhibition | AID 652154 | inhibition, % at 12.6 µM | 1.2% of 360,000 active | RMG-I TPO-luciferase reporter, SteadyGlo, 24 h;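 active = mean replicate inhibition at least 60% with every replicate also reaching 60%; inconclusive = only one of the two criteria is met; inactive = mean below 60% and not all replicates reaching 60%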;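 note: luciferase light reporting Pax8 driven TPO promoter activity; plate controls were median of neutral control wells for no effect and mitoxantrone controls for full effect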
CFTR F508del cor – correctors of CFTR F508del function in bronchial epithelial cells. AID 720511. 0.36% of 350,000 active. CFBE cells, YFP halide quenching; stimulated with forskolin plus potentiator P3; % fluorescence drop versus neutral controls. activity (quench increase), % at 7.58 µM;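 active = mean added fluorescence quench of at least 8% versus neutral control, with both replicates also reaching 8%; inconclusive = only one of the mean or replicate conditions met; inactive = mean below 8% and not both replicates reaching 8%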;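 note: cells transiently co-express mutant CFTR-F508del with the halide-sensitive YFP; corrector assay measuring rescue of mutant channel to the surface after 24 h compound exposure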
miR122 inh – blocks miR-122 activity in Huh7 sensor cells; activation (reporter increase), % at 12.5 µM; Huh7 miR-122 Renilla luciferase sensor, 48 h; neutral wells = 0, positive control = 100; 0.3% of 340,000 active;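 active = mean replicate activation score at least 90 and every replicate individually at or above 90; inconclusive = only one of the two criteria met; inactive = neither criterion met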;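 note: higher luciferase means less miR-122 activity so hits act as miR-122 inhibitors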
DENV2 CPE rescue – inhibitors of DENV2 cytopathic effect; DENV2-infected cells, cytopathic effect rescue, plate reader; CPE inhibition, % at 9.99 µM; 1.7% of 350,000 active; AID 651640; in the data active = CPE inhibition above about 20%, passing the limit was not always enough; inconclusive = no clear call, values can overlap the other calls; tested in BHK-21 cells;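 note: 0% = median of neutral control wells and 100% = median of positive control wells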
EWS-Fli block – EWS/Fli transcriptional activity inhibition. A673 NR0B1-luciferase reporter, viability-normalised. 0.67% of 350,000 active. inhibition, % at 12.6 µM;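 active = mean inhibition of at least 50% after viability correction, with every replicate also passing that limit; inconclusive = mean reaches 50% but only one of two replicates passes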;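 note: firefly luciferase signal divided by Alamar Blue viability fluorescence both relative to DMSO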
GSIS activator – primary screen for activators of insulin secretion dependent on glucose, INS-1E cells, GLuc reporter luminescence | 0.61% of 370,000 active | activation, % at 16.6 µM | INS-1E GLuc reporter insulin secretion, 2-3 h | AID 743287;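 active = lowest replicate activation of at least 40%, so every replicate reaches that level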;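 note: 0% = median of neutral control wells and 100% = median of IBMX positive control wells; some compounds called inactive have numbers as strong as hits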
FN deposit inh – fibronectin deposition inhibition. AH1F fibroblasts, Alexa488-fibronectin deposition fluorescence, overnight. inhibition, % at 12.6 µM. 0.086% of 350,000 active;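 active = mean inhibition across replicates of 30% or more, regardless of how many single replicates reach that level; inconclusive = mean under 30% yet at least half of replicates reach 30%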;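 note: positive control wells lacked labelled fibronectin entirely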
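Measured by – fluorescence 485/525 nm · System – AH1F fibroblast monolayer, labelled fibronectin deposition · Amount – 10000 cells per well · Buffer or medium – serum-reduced DMEM (2% serum) · Doses – single dose, pinned · Also added – fluorescent fibronectin at 24 nM final · Schedule – 1 h cell attachment, overnight exposure to compound and label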
* marks the source's active call; other numbers are inactive results; ? = inconclusive; nt = not tested or not shown; & = joins results of further samples; ! = not confirmed by another sample; [ ] = remark or other dose.

SMILES | PAX8 reporter | CFTR F508del cor | miR122 inh | DENV2 CPE rescue | EWS-Fli block | GSIS activator | FN deposit inh
CC(C)(C)NC(=O)C1c2ccccc2OCC(=O)N1Cc1ccco1 (stereo not given) | -13 | 1.4 | nt | -1 | -13 | 2 | -2
CNS(=O)(=O)c1cccc(C(=O)OCC(=O)Nc2ccc(N3CCCCC3)cc2)c1 | -20 | -4.5 | -4 | 1 | -14 | 3 | -3
Cc1[nH]c(=O)c(C#N)c(C)c1CCC(=O)N(C)CC(=O)Nc1ccc(Cl)c(Cl)c1 | 1 | 0.1 | 1 | -3 | nt | 7 | -11
CC(COC(=O)c1ccccc1)(COC(=O)c1ccccc1)/[N+]([O-])=C/c1ccccc1 | 5 | nt | nt | -2 | -7 | 3 | -7
Cc1sc2ncn(CC(=O)N3CCCCC3)c(=O)c2c1C | 2 | -4.4 | nt | -7 | 4 | 7 | 4
CCC(C)(C)n1nnnc1C(c1ccc(F)cc1)N1CCC(C(N)=O)CC1 (stereo not given) | 9 | 3.4 | nt | 0 | -3 | -2 | -2
CC=Cc1ccc2n(c1=O)C[C@@H]1[C@@H](CO)[C@H](C(=O)N3CCOCC3)N(CC3CC3)[C@H]21 (mixture of isomers) | nt | nt | nt | -2 | -3 | -3 | nt
O=C(C[C@H]1CC[C@H]2[C@@H](COC[C@@H](O)CN2Cc2cc(F)ccc2F)O1)NCc1ccc(F)cc1 | 12 | -0.5 | -3[16.7 µM] | -4 | 1 | 7 | -6
COc1ccc2c(c1)CCc1c(C(=O)N3CCCC3)noc1-2 | nt | nt | -9 | nt | nt | -14 | 5
O=C(N[C@H]1CCC(=O)N([C@H](CSc2ccccc2)Cc2ccccc2)CC1)OCc1ccccc1 | 16 | -0.6 | -9 | 6 | 19 | -9 | -2
O=S(=O)(c1ccc(Br)cc1)N1CCCN(Cc2ccccc2F)CC1 | 7 | nt | 3 | nt | nt | -15 | -3
CC(C)Cn1nc(C(=O)NCc2ccccc2CN2CCCC2)c2ccccc2c1=O | 2 | -0.5 | 3 | -2 | 1 | 10 | -6

Shown as labelled records: 2 of the compounds above.
compound: O=S(=O)(c1ccc(Br)cc1)N1CCCN(Cc2ccccc2F)CC1
  PAX8 reporter = 7; CFTR F508del cor = nt; miR122 inh = 3; DENV2 CPE rescue = nt; EWS-Fli block = nt; GSIS activator = -15; FN deposit inh = -3

compound: Cc1sc2ncn(CC(=O)N3CCCCC3)c(=O)c2c1C
  PAX8 reporter = 2; CFTR F508del cor = -4.4; miR122 inh = nt; DENV2 CPE rescue = -7; EWS-Fli block = 4; GSIS activator = 7; FN deposit inh = 4

The main list resumes; the three compounds before the break are reprinted first.
SMILES | PAX8 reporter | CFTR F508del cor | miR122 inh | DENV2 CPE rescue | EWS-Fli block | GSIS activator | FN deposit inh
O=C(N[C@H]1CCC(=O)N([C@H](CSc2ccccc2)Cc2ccccc2)CC1)OCc1ccccc1 | 16 | -0.6 | -9 | 6 | 19 | -9 | -2
O=S(=O)(c1ccc(Br)cc1)N1CCCN(Cc2ccccc2F)CC1 | 7 | nt | 3 | nt | nt | -15 | -3
CC(C)Cn1nc(C(=O)NCc2ccccc2CN2CCCC2)c2ccccc2c1=O | 2 | -0.5 | 3 | -2 | 1 | 10 | -6
CCCNC(=O)N(C)C[C@@H]1Oc2ncc(C#Cc3ccncc3)cc2C(=O)N([C@H](C)CO)C[C@H]1C | nt | -2.2 | -13[16.7 µM] | -8 | -3 | 13 | -1
Cc1ccc2[nH]c(=O)c(CN(CCCO)C(C)c3nnnn3Cc3ccco3)cc2c1 (stereo not given) | 7 | 2.2 | nt | 2 | 1 | -29 | 0
COc1cccc(C2=CC(=O)CC(C)(C)C2)c1 | -14 | 3.3 | nt | 1 | -8 | 25 | 1
COc1cccc(S(=O)(=O)N[C@H]2C=C[C@@H](CC(=O)NC3CCC3)O[C@@H]2CO)c1 | -4 | 1.5 | nt | -5 | -4 | 20 | 7
O=C(c1cc(S(=O)(=O)N2CCN(c3ccccc3)CC2)ccc1Cl)N1CCCC(C(F)(F)F)C1 (stereo not given) | 16 | 2.3 | -2 | -9 | 24 | -50 | -6
O=C(NNC(=O)C1CCCN(c2ncccn2)C1)c1ccc(F)cc1 (stereo not given) | nt | 4.5 | -6 | -3 | 2 | -2 | nt
Fc1ccc(CSc2nnc(-c3cccnc3)o2)cc1 | -43 | 1.9 | nt | 0 | -32 | 14 | -5
O=C(N/N=C/c1cn(-c2ccccc2)nc1-c1cccnc1)c1cccnc1 | -16 | 1.0 | nt | nt | -4 | 11 | 3
Cc1ccc(C(=O)Nc2ccc(C(=O)N3CCCCC3)cc2)o1 | -16 | -0.7 | -3 | 12 | -18 | -4 | 6
O=C(CSc1nc2cc([N+](=O)[O-])ccc2n1-c1ccccc1)NCc1ccc2c(c1)OCO2 | 14 | nt | nt | 0 | 10 | 24 | -8
CN(CC(=O)Nc1ccccc1Cl)C(=O)C1CCN(C(=O)c2ccc(F)cc2)CC1 | 3 | 3.4 | -8 | ? | -4 | -3 | 0
C[C@H]1CN([C@@H](C)CO)S(=O)(=O)c2ccc(C#CC3(O)CCCC3)cc2O[C@@H]1CN(C)C | nt | -2.7 | 11[16.7 µM] | -1 | 3 | 3 | -5
C[C@@H]1CN([C@@H](C)CO)C(=O)Cc2cc(NS(=O)(=O)c3cn(C)cn3)ccc2O[C@@H]1CN(C)S(=O)(=O)c1ccccc1 | 2 | -1.5 | 0[16.7 µM] | 1 | 3 | 3 | nt
Cc1ccc2nc3c(c(C(=O)OCC(=O)NC4CCS(=O)(=O)C4)c2c1)CCCC3 (stereo not given) | -11 | 5.9 | nt | 1 | 0 | 17 | nt
CC(OC(=O)C1COc2ccccc2O1)C(=O)c1ccccc1 (stereo not given) | -12 | -0.4 | -2 | -5 | -3 | 48* | -2
N#Cc1cc(S(=O)(=O)N2CCOCC2)ccc1N1CCOCC1 | -24 | 0.6 | -2 | 14 | 3 | 5 | 9
CCOC(=O)C(=O)N(C)c1c(CC)nc2c(OCc3cccc(OC)c3)cccn12 | 10 | 1.0 | -3 | 10 | 4 | -4 | -3
C=CCOc1ccc(CNn2cn[nH]c2=S)cc1OC | nt | 2.8 | nt | 0 | 8 | 29 | nt
Cc1ccc(C(C)C)cc1S(=O)(=O)Nc1ccncc1 | -6 | -1.8 | nt | -2 | 5 | -4 | -6
O=C(O)c1cc(N/N=C/c2ccc(N3CCOCC3)s2)ccc1Cl | 51 | 0.8 | -14 | 1 | -28 | -1 | 5
Cc1cc(C)c2cc(C#N)c(N3CCCC3)nc2c1 | -13 | nt | 4 | nt | nt | nt | -8
Cc1cccc(S(=O)(=O)N2CC[C@@H]3[C@@H](CO)N(C)c4ccc(-c5ccccc5F)cc4[C@@H]32)c1 | 3 | 4.2 | 30[16.7 µM] | 35* | 9 | 9 | -6
COCCNC(=O)CSc1nc(N)c(NC(=O)c2ccco2)c(=O)[nH]1 | -12 | nt | 11 | 97* | -2 | nt | 16
C[C@H]1CN([C@@H](C)CO)C(=O)c2cccc(NC(=O)Nc3ccc(F)cc3)c2O[C@@H]1CN(C)C(=O)Nc1ccc(F)cc1 | nt | 0.3 | -1[16.7 µM] | -1 | 12 | -6 | nt
O=C(CC1CC1)Nc1ccc2c(c1)[C@@H]1C[C@H](CC(=O)NC3CCCC3)O[C@@H](CO)[C@@H]1O2 | -3 | 1.0&-1.2 | 0 | 29*! | -7 | 3&15 | -7&9
CCCN(C)C1CN(Cc2cn(Cc3cc(C)cc(C)c3)nn2)S(=O)(=O)C1 (stereo not given) | 9 | 1.2 | nt | 4 | -3 | 22 | nt
Cc1ccnc(NC(=O)c2ccc(Cl)c([N+](=O)[O-])c2)c1 | -3 | nt | 6 | -3 | -1 | 15 | 10
COC(=O)c1ccccc1NC(=O)C1CC(=O)N(c2ccccc2)C1 (stereo not given) | nt | nt | -1 | nt | nt | -4 | -11
COc1cc(Nc2ncc3c(n2)CCN(C(=O)Nc2ccc(C(C)C)cc2)C3)cc(OC)c1OC | 65* | -1.0 | 4 | -9 | 1 | -7 | 9
CC(=O)NS(=O)(=O)c1ccc(NC(=O)c2ccc(NC(=O)c3cccs3)cc2)cc1 | 4 | -1.0 | nt | 7 | -5 | -14 | 5
O=C(Nc1ccc(N2CCOCC2)nc1)c1ccc(F)cc1 | -95 | nt | -6 | nt | nt | nt | 0
O=C(Nc1ccc(Cl)c(Cl)c1)N[C@H]1CC[C@@H](CCn2cc(C3CCCCC3)nn2)O[C@@H]1CO | 0 | 2.3 | nt | 8 | -1 | -42 | -4
O=C(O)CC1(Cc2nc(-c3cccs3)no2)CCCC1 | 7 | -0.1 | -6 | 1 | 1 | nt | 1
N#C[C@@H]1[C@H](c2ccc(-c3ccc(F)cc3)cc2)[C@@H](CO)N1C(=O)Cc1ccccc1 | 37 | 0.8 | nt | -12 | 12 | -11 | 5
COc1ccc(C(C#N)=Cc2cccc(OC)c2OC)cc1 | -61 | -0.2 | -3 | -7 | 9 | nt | 2
CCC(OC(=O)CN1C(=O)C(=O)c2ccccc21)C(=O)Nc1ccc(S(N)(=O)=O)cc1 (stereo not given) | -7 | -1.8 | nt | nt | -4 | -16 | 11

With a hit mark in GSIS activator, of those listed so far:
| Structure | CFTR F508del cor | miR122 inh | DENV2 CPE rescue | GSIS activator |
| --- | --- | --- | --- | --- |
| CC(OC(=O)C1COc2ccccc2O1)C(=O)c1ccccc1 (stereo not given) | -0.4 | -2 | -5 | 48* |

Next compounds
SMILES | PAX8 reporter | CFTR F508del cor | miR122 inh | DENV2 CPE rescue | EWS-Fli block | GSIS activator | FN deposit inh
OC[C@@H]1[C@@H](c2ccccc2)C2(CN(CCC(F)(F)F)C2)N1Cc1ccccc1 | nt | 2.6 | nt | -8 | 6 | -20 | nt
O=C(Cc1ccc2c(c1)OCCO2)Nc1cc(C(F)(F)F)ccc1N1CCOCC1 | 19 | -2.5 | 6 | 6 | 3 | -26 | 9
O=C(CCSc1ccc(Cl)cc1)NC12CC3CC(CC(C3)C1)C2 | -62 | nt | 1 | nt | nt | nt | 11
N/C(=N\N=C\c1ccco1)SC1CC(=O)N(c2ccccc2)C1=O (stereo not given) | 14 | -4.5 | -2 | 8 | -2 | 10 | -1
CO[C@@H]1CN(C)C(=O)c2ccc(NC(C)=O)cc2OC[C@@H](C)N(Cc2cncnc2)C[C@@H]1C | nt | 0.7 | nt | nt | 4 | 11 | 0
CC(C)(C)c1nc(-c2ccccc2)nc2c1OCCC2 | -8 | -4.6 | 0 | -3 | 2 | 5 | -6
Cn1c(=O)cc(SCC(=O)Nc2ccc3c(c2)OCO3)c2ccccc21 | -8 | nt | -3 | nt | nt | nt | -12
COc1ccccc1C(=O)N1CCc2ccccc21 | nt | nt | -5 | nt | nt | 5 | 2
O=S(=O)(/N=C(/Nc1cccc2ccccc12)c1ccccc1)c1ccc(Br)cc1 | -10 | 0.7 | 35 | 6 | 4 | 5 | 1
O=C(c1ccccc1)c1ccc(NCCCn2ccnc2)c([N+](=O)[O-])c1 | 1 | -0.1 | nt | -3 | 13 | -13 | -2
COc1ccc(-n2c(SCC(=O)N3CCN(c4ccccc4)CC3)nc3c(c2=O)SCC3)cc1 | 23 | 0.9 | nt | -1 | 1 | nt | -14
O=S1(=O)CC(N2CCN(CC3CC3)CC2)CN1C1CCCC1 (stereo not given) | -13 | -1.5 | 2 | 5 | -3 | 10 | 4
CC(C)NC(=O)N(C)C[C@@H]1OCCCC[C@H](C)Oc2ccc(NC(=O)Nc3ccccc3)cc2C(=O)N([C@@H](C)CO)C[C@H]1C | 9 | 0.9 | -6[16.7 µM] | -2 | nt | -8 | -15
Cc1cccc(NC(=O)C2CCCN(C(=O)Nc3ccc(F)cc3)C2)c1 (stereo not given) | 15 | -1.1 | -6 | 9 | -6 | -8 | 4
